Rtt109 HAT inh: inhibitors of C. albicans Rtt109/Vps75 HAT, primary screen, biochemical, ThioGlo CoA-SH fluorescence, plate reader. Histone acetyltransferase RTT109 (Candida albicans (strain SC5314 / ATCC MYA-2876)), …. purified Rtt109/Vps75, 4 h. inhibition, % at 34.9 µM. 330,000 compounds, 0.16% hits. AID 540336, 2011;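 active means inhibition of at least 50% in every replicate; inconclusive means best replicate reaches 50% inhibition but some replicates fall short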
PKA-R2B activ: activators of PKA-R2B holoenzyme, primary screen, biochemical, fluorescence polarization, Cy5-IP20, human | PKA-R2B holoenzyme dissociation; R2B truncated from residue 108, S112A mutant; 0% DMSO only, 100% 113 µM cGMP | activation, % at 11.4 µM | 340,000 compounds, 0.079% hits | AID 504700, 2011;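 active means activation above a cutoff set at the mean over all compounds plus 3 SD, cut at about 18% in these data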;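 further: higher means more holoenzyme dissociation and a rise in polarization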
Target sequence (P31323 whole entry, looked up, other chains not shown, the tested form may be a part): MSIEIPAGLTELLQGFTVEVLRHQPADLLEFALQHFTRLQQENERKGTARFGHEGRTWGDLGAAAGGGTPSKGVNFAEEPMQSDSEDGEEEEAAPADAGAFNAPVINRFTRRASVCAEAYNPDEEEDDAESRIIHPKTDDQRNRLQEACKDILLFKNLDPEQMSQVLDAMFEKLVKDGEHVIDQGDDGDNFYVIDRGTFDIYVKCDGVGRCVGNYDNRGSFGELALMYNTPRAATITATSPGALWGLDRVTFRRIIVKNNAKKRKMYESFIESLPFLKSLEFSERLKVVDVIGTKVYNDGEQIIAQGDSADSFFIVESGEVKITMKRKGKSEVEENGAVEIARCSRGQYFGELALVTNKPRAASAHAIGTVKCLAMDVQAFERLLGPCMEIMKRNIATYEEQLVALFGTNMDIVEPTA
CAL PDZ FP-1: CAL PDZ peptide-binding inhibitors, primary screen, biochemical, fluorescence polarization, Cer-tagged CAL PDZ, HTS; Golgi-associated PDZ and coiled-coil motif-containing protein (Homo sapiens), Q9HD26; purified CAL PDZ, TMR-peptide fluorescence polarization, 1 h; inhibition, % at 20 µM; 330,000 compounds, 0.02% hits; AID 504414, 2011;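 active means highest replicate inhibition of at least 40%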;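 further: plate controls were DMSO neutral control wells for no effect and unlabeled competitor peptide control wells for full effect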
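Control set: unlabelled peptide and DMSO controls / Material: purified CerCALP PDZ construct / Timing: 1 h incubation at room temperature before polarization reading / Doses: 20 µM, one dose / Detection: fluorescence polarization (mP)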
DAGLB inh: DAGLB lipase inhibitors, primary screen, biochemical, fluorescence, HTS; Diacylglycerol lipase-beta (Homo sapiens), Q8NCG7; HEK293T DAGLB membrane lysate, EnzChek fluorogenic substrate; inhibition, % at 5.17 µM; 340,000 compounds, 0.059% hits; in the data active means inhibition above about 34%;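 further: 0% = enzyme with vehicle and 100% = wells lacking enzyme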
Target sequence (Q8NCG7 whole entry, looked up): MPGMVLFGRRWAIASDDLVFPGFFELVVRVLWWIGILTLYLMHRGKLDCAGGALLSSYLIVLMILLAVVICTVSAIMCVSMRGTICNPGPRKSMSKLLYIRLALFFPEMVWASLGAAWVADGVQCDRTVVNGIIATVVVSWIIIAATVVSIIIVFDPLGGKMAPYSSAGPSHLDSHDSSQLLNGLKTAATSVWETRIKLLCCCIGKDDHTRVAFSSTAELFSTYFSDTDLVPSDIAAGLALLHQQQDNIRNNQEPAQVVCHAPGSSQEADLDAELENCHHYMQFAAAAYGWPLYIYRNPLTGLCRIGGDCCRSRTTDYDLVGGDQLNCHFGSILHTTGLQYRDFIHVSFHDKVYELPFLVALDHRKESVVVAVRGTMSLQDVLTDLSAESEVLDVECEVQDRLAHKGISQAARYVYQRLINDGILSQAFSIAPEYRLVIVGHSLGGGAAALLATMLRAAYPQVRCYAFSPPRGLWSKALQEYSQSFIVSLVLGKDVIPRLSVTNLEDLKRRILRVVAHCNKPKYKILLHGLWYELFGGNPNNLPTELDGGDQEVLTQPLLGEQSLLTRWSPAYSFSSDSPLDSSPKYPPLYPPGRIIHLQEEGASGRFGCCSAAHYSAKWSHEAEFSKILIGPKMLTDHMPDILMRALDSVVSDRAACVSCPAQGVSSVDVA
CAL PDZ FP-2: untagged CAL PDZ binding inhibitors, primary screen, biochemical, fluorescence polarization, HTS | Golgi-associated PDZ and coiled-coil motif-containing protein (Homo sapiens), Q9HD26 | purified CAL PDZ, TMR-peptide fluorescence polarization, 1 h | inhibition, % at 24.9 µM | 300,000 compounds, 0.92% hits | AID 602252, 2012;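 active means mean inhibition of at least 30% with at least half of replicates also reaching 30%; inconclusive means no clear call, values can overlap the other calls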;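 further: 0% = DMSO neutral control and 100% = excess unlabeled competitor peptide PRC23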
Keap1 Nrf2 FP: Keap1-Nrf2 protein-protein interaction inhibitors, primary screen, biochemical, fluorescence polarization, single point. Keap1 Kelch-Nrf2 peptide fluorescence polarization, 1536-well. inhibition, % at 9.4 µM. Kelch-like ECH-associated protein 1 (Homo sapiens), Q14145. 340,000 compounds, 0.15% hits; in the data active means inhibition above about 12%; inconclusive means no clear call, values can overlap the other calls; inactive means below about 7.3%;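 further: human Keap1 Kelch domain with fluorescein labeled Nrf2 9mer peptide probe; 0% = neutral control wells and 100% = peptide positive control; higher means more block of Keap1 binding to Nrf2 peptide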
RTF Ca sens act: cardiac RTF calcium sensitivity activators, primary screen, biochemical, IANBD-TnC fluorescence, EC20 calcium; Troponin I, cardiac muscle (Homo sapiens) + Troponin T, cardiac muscle (Homo sapiens) + …; IANBD-labeled TnC RTF fluorescence at EC20 calcium; 0% EC20 calcium, 100% full calcium; activation, % at 7.2 µM; 340,000 compounds, 0.24% hits; AID 493008, 2010;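 active means activation above the mean over all tested compounds plus 3 SD, cut at about 30% in these data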;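 further: rise in fluorescence read as greater calcium sensitivity of cardiac thin filaments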
SR-BI DiI-HDL act: activators of SR-BI mediated DiI-HDL uptake, primary screen, ldlA[mSR-BI] CHO cells, DiI fluorescence; 3 h; 100 = double the neutral-control signal; activation, % at 12.5 µM; 320,000 compounds, 0.096% hits;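 active means mean replicate activation of at least 60% and every replicate at or above 60%; inconclusive means mean or all-replicate condition met, but not both; inactive means mean below 60% and not all replicates reaching 60%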;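 further: 0% = median plate neutral-control signal and 100% = twice that signal; values of inactives mirror those of a sister screen read the other way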
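System: CHO ldlA[mSR-BI] cells / Medium: HEPES-buffered (25 mM, pH 7.4) F12 plus 0.5% BSA / Probe or stimulus: labelled HDL, 10 µg/mL / Doses: single compound concentration, delivered by pin transfer / Schedule: 3 h, 37 °C / Measured by: DiI fluorescence, bottom read / Measure: cell-associated DiI fluorescence as measure of HDL uptake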
Cardiac RTF inh: cardiac RTF calcium sensitivity inhibitors, primary screen, biochemical, IANBD-TnC fluorescence, EC70 calcium. IANBD-labeled cardiac RTF, Ca2+ fluorescence. 340,000 compounds, 0.12% hits. Troponin I, cardiac muscle (Homo sapiens) + Troponin T, cardiac muscle (Homo sapiens) + …. inhibition, % at 7.15 µM;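 active means inhibition above the mean inhibition of all tested compounds plus 3 SD, cut at about 17% in these data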;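 further: assay run at fixed EC70 calcium of 1.6 mM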
C-LANA FP: inhibitors of KSHV C-LANA binding to DNA, primary screen, biochemical, fluorescence polarization, FAM-LBS DNA, MBP-C-LANA, single point | Kaposi's sarcoma herpesvirus LANA C-terminal domain (residues 932-1162) DNA binding | 340,000 compounds, 0.078% hits | inhibition, % at 9 µM;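 active means highest replicate inhibition at or above 60% at 9 µM, even if other replicates fall short; inactive means all replicates below 60% inhibition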;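 further: 0% = neutral control wells and 100% = 4 µM acridine orange control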
* = called active by the depositor; ? = inconclusive; · = no result given.

Rtt109 HAT inh | PKA-R2B activ | CAL PDZ FP-1 | DAGLB inh | CAL PDZ FP-2 | Keap1 Nrf2 FP | mol | RTF Ca sens act | SR-BI DiI-HDL act | Cardiac RTF inh | C-LANA FP
-8 | -5 | 0.3 | 0 | · | 1 | Cc1ccc(CC2C(=O)N(c3ncccn3)C(=O)C2C)cc1 (stereo unspecified) | 1 | -13 | -6 | -1.5
-1 | 1 | -4.1 | 3 | 0 | 5 | COc1ccc(-c2cc(-c3ccco3)[nH]c(=O)c2C#N)cc1 | 1 | · | -5 | 12
? | -5 | -2.4 | 2 | 0 | 4 | CN(Cc1c(F)cccc1Cl)C(=O)c1ccc(NS(=O)(=O)c2ccc3[nH]c(=O)[nH]c3c2)cc1 | -13 | 13 | -6 | 1.5
12 | · | -1.8 | · | · | -2 | NC(=O)c1ccc(-c2csnn2)cc1 | · | 15 | · | 1.3
0 | 6 | · | 2 | -5 | 3 | O=C(NC(=S)Nc1ccc(Br)cn1)c1cncc(Br)c1 | 2 | 12 | -1 | -0.3
-1 | -8 | -0.3 | 1 | -10 | 2 | CN(C)C(=O)CNC(=O)CN1C(=O)NC2(CCCc3sccc32)C1=O (stereo unspecified) | 3 | · | 0 | -0.5
5 | 1 | -1.5 | 3 | -5 | 2 | NC(=O)c1ccc(Oc2ccc(Cl)c3ccccc23)c([N+](=O)[O-])c1 | -1 | -40 | 2 | -1.1
-4 | -3 | -3.1 | -2 | -3 | 1 | COc1cc(C(=O)OCC(=O)N2CCCC2)cc(OC)c1OC | -2 | 2 | -7 | 0.9
-2 | 4 | -0.3 | -2 | 16 | -2 | Cc1c(C(=O)NCc2ccc3c(c2)OCO3)oc2ccc(S(=O)(=O)N3CCCCCC3)cc12 | -2 | -39 | -5 | -1.6
4 | -6 | 0.6 | 4 | -3 | -11 | CCOC(=O)C#CC(CCc1ccccc1)OS(N)(=O)=O (stereo unspecified) | 0 | -3 | -8 | -0.3
6 | -2 | -0.1 | 1 | · | -9 | COc1ccc(C2/C(=C(/O)c3ccc4c(c3)CC(C)O4)C(=O)C(=O)N2CCCN2CCOCC2)cc1 (stereo unspecified) | -5 | 8 | -8 | 0.9
-10 | -4 | -1.8 | -1 | 0 | -1 | C#CCN(CC=C)C(=O)CCc1nnc(COc2ccccc2)o1 | -3 | 21 | 3 | -0.4
-1 | 2 | -2.8 | 1 | · | -2 | COc1ccc(Cl)cc1NC(=O)CN(C)C(=O)c1ccc(OCc2ccccc2)c(OC)c1 | -7 | -61 | -4 | 0.2
3 | 4 | -0.3 | -4 | · | -3 | O=C(CN(Cc1ccco1)C(=O)c1cccc(Cl)c1)Nc1c(Cl)cc(Cl)cc1Cl | 2 | -51 | 2 | 0.6
2 | 9 | -4.7 | -1 | -7 | -4 | COc1ccc(C(=O)NC(=S)N2CCC(C)CC2)cc1Br | -2 | 23 | -4 | 0.4
-12 | -2 | -0.1 | -2 | 43* | -6 | CCN(CC)c1ccc(/C=N/N2CCN(c3ccccn3)CC2)cc1 | -1 | 4 | -9 | 0.7
0 | -2 | -3.8 | -2 | -4 | 1 | Cc1c(OCc2ccc(C(=O)O)cc2)ccc2c(-c3ccccc3)cc(=O)oc12 | 4 | -13 | 6 | 0.2
-5 | 2 | 0.4 | 3 | -1 | 0 | Brc1ccc(-c2noc3c2-c2nc(-c4ccccc4)sc2CC3)cc1 | 0 | -9 | 9 | -1.2
3 | 4 | -10 | 0 | 3 | -6 | Cc1ccnc(N2CCC(C(=O)NCc3ccc(F)cc3)CC2)n1 | 6 | -8 | -9 | -0.3
0 | -2 | 0.1 | 2 | 5 | -9 | O=C(O)Cn1cc(CN2CCOCC2)c2ccccc21 | 2 | -12 | 0 | 1.9
-5 | -1 | 0.8 | -2 | -9 | 1 | CN(c1ccc(F)cc1)S(=O)(=O)c1ccc(Cl)c(C(=O)NC2(C)CCS(=O)(=O)C2)c1 (stereo unspecified) | 3 | -5 | 4 | 0.3
6 | -8 | 0.6 | -3 | -3 | -1 | O=C(CNC(=O)c1cccs1)NCC(=O)OCc1cccc(Cl)c1 | -4 | 12 | 3 | 0.3
-4 | 4 | -2.6 | 2 | -4 | 5 | COc1ccc(S(=O)(=O)Nc2cccc(-n3cnnn3)c2)cc1 | -2 | 3 | 2 | -1.7
4 | -5 | 0.1 | 1 | -8 | 2 | O=C(c1cccc(C(F)(F)F)c1)C1CCCN(Cc2cccn2-c2ccccn2)C1 (stereo unspecified) | -7 | 15 | -5 | 0.6
2 | 2 | -3.0 | 4 | 0 | 0 | O=C(Nc1ccc(-c2nc3ccccc3[nH]2)cc1)c1ccc2c(c1)OCO2 | 0 | -22 | 1 | 0.4
6 | -9 | -2.2 | -6 | · | -2 | COc1ccc(OC)c(C(=O)COC(=O)c2cc(C)oc2C)c1 | -9 | -69 | -6 | -0.7
-2 | 1 | -1.0 | 1 | 0 | -2 | Cc1ccc(-c2nnc(N3CCCCC3)c3ccccc23)cc1S(=O)(=O)N(C)C | 11 | -65 | -15 | -2.5
-5 | -10 | -2.2 | 0 | -2 | -5 | O=C(Nc1ccon1)c1cc2c(s1)CCCCCC2 | -1 | 0 | -2 | 1.0
9 | 0 | -1.6 | -2 | -4 | -5 | COc1ccc(OC)c(-n2nnnc2SCC(=O)Nc2ccc(C(=O)N3CCCCC3)cc2)c1 | 0 | -58 | -6 | 1.1
0 | 10 | -0.7 | -1 | -2 | 2 | COc1ccc(CCc2nnc(CCC(=O)NCc3ccc4ncccc4c3)o2)cc1 | 1 | 6 | -7 | -0.3
9 | -3 | -4.0 | -2 | -4 | -6 | O=C(Cc1cccs1)N/N=C\c1ccc(O)cc1 | -1 | 6 | 9 | 1.7
-4 | -4 | -2.0 | -2 | -4 | -3 | CCOc1ccc(S(=O)(=O)NCc2cccs2)cc1 | 2 | 18 | -2 | 0.3

Full records as entered above. Values in the order: Rtt109 HAT inh | PKA-R2B activ | CAL PDZ FP-1 | DAGLB inh | CAL PDZ FP-2 | Keap1 Nrf2 FP | RTF Ca sens act | SR-BI DiI-HDL act | Cardiac RTF inh | C-LANA FP
Cc1ccc(-c2nnc(N3CCCCC3)c3ccccc23)cc1S(=O)(=O)N(C)C across the screens: -2 | 1 | -1.0 | 1 | 0 | -2 | 11 | -65 | -15 | -2.5
COc1ccc(CCc2nnc(CCC(=O)NCc3ccc4ncccc4c3)o2)cc1 across the screens: 0 | 10 | -0.7 | -1 | -2 | 2 | 1 | 6 | -7 | -0.3
CCOc1ccc(S(=O)(=O)NCc2cccs2)cc1 across the screens: -4 | -4 | -2.0 | -2 | -4 | -3 | 2 | 18 | -2 | 0.3
COc1ccc(OC)c(C(=O)COC(=O)c2cc(C)oc2C)c1 across the screens: 6 | -9 | -2.2 | -6 | · | -2 | -9 | -69 | -6 | -0.7
O=C(Nc1ccc(-c2nc3ccccc3[nH]2)cc1)c1ccc2c(c1)OCO2 across the screens: 2 | 2 | -3.0 | 4 | 0 | 0 | 0 | -22 | 1 | 0.4

Carrying on:
Rtt109 HAT inh | PKA-R2B activ | CAL PDZ FP-1 | DAGLB inh | CAL PDZ FP-2 | Keap1 Nrf2 FP | mol | RTF Ca sens act | SR-BI DiI-HDL act | Cardiac RTF inh | C-LANA FP
6 | -13 | 1.3 | 1 | 0 | -2 | C[C@@H]1NC(=O)c2cc([N+](=O)[O-])cc(I)c2NCCCC[C@@H](C(N)=O)NC(=O)[C@H](CCC(=O)O)NC1=O | 2 | 19 | 0 | 2.7
· | -13 | -2.2 | -8 | -1 | 4 | CCC/C=N/NC(=O)c1[nH]c2c([N+](=O)[O-])cccc2c1C | -4 | 9 | -6 | -0.6
· | -10 | -1.4 | -2 | -30 | 0 | COc1ccc(CC(=O)Nc2ccc(-c3nnc(-c4ccc(C)cc4)o3)cc2)cc1 | 2 | -22 | -30 | -0.8
8 | -17 | -1.8 | -1 | -3 | 3 | CCOc1ccc(CSC2=NCCN2)cc1Cl | 2 | -1 | 1 | 1.3
-3 | 3 | 1.0 | 0 | 0 | 1 | Cc1cc(C)n2nc(SCC(=O)N(C)C)nc2n1 | -1 | 12 | -2 | -0.7
0 | -3 | -0.8 | 1 | 0 | -9 | O=C1NC(c2ccc(Br)cc2)Oc2ccccc21 (stereo unspecified) | 8 | 25 | -6 | -0.8
-8 | -3 | -1.7 | -2 | -3 | -4 | COCCN(CCOC)C(=O)CN1C(=O)NC(Cc2c[nH]c3ccccc23)C1=O (stereo unspecified) | 1 | · | -7 | 0.1
-19 | -2 | -1.1 | 0 | · | 1 | Cc1ccccc1-c1nc(CS(=O)(=O)CC(=O)N(C)C2CCCCC2)c(C)o1 | -3 | 9 | -4 | 0.3
12 | 4 | -6.3 | -13 | 5 | 0 | CNC[C@H](Cc1ccccc1)NC[C@@H](Cc1cccc2ccccc12)NCCc1ccc(C)cc1 | -4 | 23 | -9 | -3.6
5 | -3 | -0.8 | 0 | 0 | 4 | COc1ccc(Cl)cc1C(=O)NNC(=O)c1cccc(S(=O)(=O)N(C)C)c1 | 0 | -4 | 11 | -0.8
3 | -145 | -3.0 | 0 | -4 | 1 | COc1ccc(-c2csc(CCn3nc(C)cc3C)n2)cc1OC | 1 | -18 | -8 | -1.8
-2 | -11 | · | -4 | -3 | 5 | Fc1ccc(-c2nc3nc4ccccc4nc3n2Cc2ccco2)cc1 | 7 | -16 | -13 | 0.5

Screening data from PubChem BioAssay.
